Compound activity from PubChem BioAssay.
Mtb BioA inh: BioA (M. tuberculosis) enzyme inhibition | inhibition, % at 9.99 µM | purified M. tuberculosis BioA enzyme, plate reader | actives 0.096% (n = 360,000); in the data active means inhibition above about 40%
An asterisk follows results filed as active; & = joins results of further samples.

SMILES | Mtb BioA inh
C[C@@H]1CN([C@@H](C)CO)C(=O)c2cc(NC(=O)Cc3ccccc3)ccc2O[C@@H]1CN(C)Cc1ccc(-c2ccccc2)cc1 | -1.7
O=C(C[C@@H]1CC[C@@H]2[C@H](COC[C@H](O)CN2C(=O)c2ccc(F)cc2)O1)Nc1ccc(-c2ccccc2)cc1 | 2.6
Cc1ccc(S(=O)(=O)Nc2ccc3c(c2)C(=O)N([C@@H](C)CO)C[C@H](C)[C@@H](CN(C)S(=O)(=O)c2c(C)noc2C)OCCCC[C@@H](C)O3)cc1 | -2.4
CCCN1C[C@H](C)[C@@H](OC)CN(C)C(=O)c2ccc(NC(=O)C3CCC3)cc2OC[C@@H]1C | 1.4
CO[C@H](CN(C)CC1CCOCC1)[C@@H](C)CN(C(=O)Nc1ccc(F)cc1)[C@@H](C)CO | -1.6
C[C@@H]1CN([C@@H](C)CO)C(=O)Cc2cc(NC(=O)C3CC3)ccc2O[C@H]1CN(C)S(=O)(=O)c1cccs1 | 2.3
C[C@H]1CN([C@@H](C)CO)C(=O)c2cccc(NC(=O)Nc3ccc(F)cc3)c2O[C@@H]1CN(C)C(=O)Nc1cccc2ccccc12 | 15.1
COc1ccc(C#Cc2cnc3c(c2)C(=O)N([C@H](C)CO)C[C@H](C)[C@H](CN(C)S(=O)(=O)c2cccs2)O3)cc1OC | 2.1&0.7
O=C(C[C@H]1CC[C@H]2[C@@H](COC[C@@H](O)CN2S(=O)(=O)c2ccc(F)cc2)O1)N[C@H]1CCN(Cc2ccccc2)C1 | 0.4
COc1ccc(NC(=O)Nc2ccc3c(c2)C(=O)N([C@H](C)CO)C[C@@H](C)[C@@H](CN(C)S(=O)(=O)c2ccc(OC)cc2)OCCCC[C@H](C)O3)cc1 | -0.4
CO[C@H]1CN(C)C(=O)c2cc(NS(=O)(=O)c3ccc(-c4ccccc4)cc3)ccc2OC[C@@H](C)NC[C@@H]1C | 0.9
COCC#Cc1ccc2c(c1)O[C@@H](CN(C)C(C)=O)[C@H](C)CN([C@@H](C)CO)S2(=O)=O | -0.5
COc1ccccc1NC(=O)N[C@@H]1CC[C@@H](CCn2cc(C3(O)CCCC3)nn2)O[C@@H]1CO | -1.0
O=C(Nc1cccc(Cl)c1)N[C@@H]1CC[C@H](CCNC(=O)C2CCCC2)O[C@@H]1CO | -1.4
COc1ccc(S(=O)(=O)Nc2ccc3c(c2)CC(=O)N([C@@H](C)CO)C[C@H](C)[C@H](CN(C)Cc2ccncc2)O3)cc1 | -2.2
COc1ccccc1-c1cn(CC[C@@H]2CC[C@@H](NS(=O)(=O)c3ccccc3C)[C@@H](CO)O2)nn1 | 1.5
O=C(C[C@@H]1C[C@@H]2c3cc(NC(=O)Cc4ccncc4)ccc3O[C@@H]2[C@H](CO)O1)NCc1ccc2c(c1)OCO2 | -0.3
CS(=O)(=O)N1[C@H](C#N)[C@H](c2ccccc2)[C@H]1CO | -2.2
O=C(C1CC1)N1CCCCN2[C@@H](CO)[C@@H](c3ccc(C#CC4CC4)cc3)[C@@H]2C1 | -1.4
C[C@H]1CN([C@@H](C)CO)C(=O)c2cc(-c3cncnc3)cnc2O[C@@H]1CN(C)Cc1ccccc1 | -1.0
CO[C@H]1CN(C)C(=O)c2cc(NC(=O)C3CCC3)ccc2OC[C@H](C)N(C(=O)NC(C)C)C[C@H]1C | -1.2
COCc1cn(CC[C@@H]2CC[C@@H](NC(=O)c3ccncc3)[C@H](CO)O2)nn1 | -3.8
O=C(C[C@H]1CC[C@H](NC(=O)c2ccc3c(c2)OCO3)[C@H](CO)O1)NCc1ccc(Cl)cc1 | -2.0
COc1ccc(NC(=O)Nc2ccc3c(c2)C(=O)N([C@H](C)CO)C[C@@H](C)[C@H](CN(C)S(=O)(=O)c2ccc(C)cc2)OCCCC[C@@H](C)O3)cc1 | -1.2
O=C(C[C@@H]1C=C[C@@H](NS(=O)(=O)c2ccccc2)[C@H](CO)O1)NCc1ccc(Cl)c(Cl)c1 | 1.2
CO[C@@H]1CN(C)C(=O)c2cc(NC(C)=O)ccc2OC[C@@H](C)N(Cc2ccc(F)cc2)C[C@H]1C | -0.4
COCCNC(=O)C[C@H]1C=C[C@@H](NC(=O)NC2CCCCC2)[C@@H](CO)O1 | -0.2
C[C@@H]1CN([C@H](C)CO)C(=O)c2cc(NC(=O)c3ccncc3)ccc2O[C@@H](C)CCCCO[C@H]1CN(C)C(=O)Nc1ccccc1 | -0.8
C[C@@H]1CN([C@@H](C)CO)S(=O)(=O)c2ccc(-c3ccc(F)cc3)cc2O[C@@H]1CN(C)Cc1cccc(F)c1 | 0.4
COc1cccc(NC(=O)Nc2ccc3c(c2)C(=O)N(C)[C@@H]2CC[C@H](CC(=O)O)O[C@@H]2CO3)c1 | -2.8
CC(C)C#Cc1cnc2c(c1)C(=O)N([C@@H](C)CO)C[C@H](C)[C@H](CN(C)C(=O)Nc1ccc(F)cc1)O2 | 0.6
CCCC#Cc1ccc([C@H]2[C@@H](CO)N3CCCCN(Cc4cncnc4)C[C@H]23)cc1 | 0.3
CO[C@H]1CN(C)C(=O)c2ccc(NS(=O)(=O)c3ccccc3C)cc2OC[C@H](C)N(C)C[C@H]1C | -2.8
O=C(C[C@H]1CC[C@H]2[C@@H](COC[C@H](O)CN2C(=O)c2ccccc2F)O1)NCc1ccc(F)cc1 | -0.7
Cc1ccc(-c2ccc3c(c2)O[C@@H](CN(C)C(=O)Nc2ccc(C(F)(F)F)cc2)[C@@H](C)CN([C@@H](C)CO)S3(=O)=O)cc1 | -4.5
O=C(C[C@@H]1CC[C@@H](NC(=O)C2CC2)[C@@H](CO)O1)NCc1ccncc1 | -3.2
COCC(=O)N(C)C[C@@H]1Oc2cc(Br)ccc2S(=O)(=O)N([C@@H](C)CO)C[C@@H]1C | 21.1
C[C@@H]1CN([C@@H](C)CO)C(=O)c2cc(C#CCN(C)C)cnc2O[C@@H]1CN(C)C(=O)NC1CCCCC1 | -0.1
CC(C)CC#Cc1ccc2c(c1)O[C@@H](CN(C)C(=O)c1cccc(F)c1)[C@H](C)CN([C@@H](C)CO)S2(=O)=O | 0.3
C[C@H](CO)N1C[C@H](C)[C@@H](CN(C)C(=O)Nc2cccc3ccccc23)OCCCC[C@H](C)Oc2ccc(NC(=O)Nc3ccc4c(c3)OCO4)cc2C1=O | -1.5
C[C@@H]1CN([C@H](C)CO)C(=O)Cc2cc(NC(=O)CCN3CCOCC3)ccc2O[C@H]1CN(C)C(=O)Nc1ccc(F)cc1 | 0.2
CC(C)C#Cc1ccc2c(c1)O[C@H](CN(C)Cc1ccccn1)[C@@H](C)CN([C@H](C)CO)S2(=O)=O | -0.6
CN(C)C(=O)C[C@@H]1CC[C@H]2[C@H](COc3ccc(NC(=O)C4CC4)cc3C(=O)N2C)O1 | 0.1
O=C(O)C[C@H]1C[C@@H]2c3cc(NC(=O)c4cccnc4)ccc3O[C@@H]2[C@@H](CO)O1 | 19.1
C[C@H](NC(=O)C[C@@H]1C=C[C@@H](NC(=O)C2CC2)[C@H](CO)O1)c1ccccc1 | -3.0
Cc1ccccc1-c1cnc2c(c1)C(=O)N([C@@H](C)CO)C[C@H](C)[C@H](CN(C)C(=O)c1cccnc1)O2 | -0.4
O=C(C[C@@H]1CC[C@H]2[C@@H](COC[C@@H](O)CN2CC2CCOCC2)O1)NCC1CC1 | -2.1
Cc1ccc(S(=O)(=O)Nc2ccc3c(c2)C(=O)N([C@@H](C)CO)C[C@H](C)[C@H](CN(C)CC2CCCCC2)OCCCC[C@@H](C)O3)cc1 | -0.8
CO[C@H]1CN(C)C(=O)c2ccc(NC(=O)c3cnccn3)cc2OC[C@@H](C)N(C(C)=O)C[C@@H]1C | 1.7
C[C@@H]1CN([C@@H](C)CO)C(=O)c2cc(NC(=O)NC3CCCCC3)ccc2O[C@@H]1CN(C)C(=O)Nc1ccc2c(c1)OCO2 | 0.8
CO[C@H]1CN(C)C(=O)c2ccc(NC(=O)C3CC3)cc2OC[C@H](C)N(C(=O)Cc2ccccn2)C[C@@H]1C | -0.2
C[C@H]1CN([C@@H](C)CO)C(=O)c2cc(-c3ccc(F)cc3)cnc2O[C@@H]1CN(C)Cc1ccccn1 | 2.8
Cc1ccc(S(=O)(=O)N(C)C[C@@H]2OCCCC[C@@H](C)Oc3ccc(NC(=O)Cc4ccccc4)cc3C(=O)N([C@@H](C)CO)C[C@H]2C)cc1 | 5.3
C[C@H]1CN([C@@H](C)CO)C(=O)Cc2cc(NC(=O)Cc3ccccc3)ccc2O[C@H]1CN(C)Cc1ccc2c(c1)OCO2 | -1.8
O=C(C[C@H]1C[C@H]2c3cc(NC(=O)Nc4ccccc4F)ccc3O[C@H]2[C@@H](CO)O1)NCC(F)(F)F | -1.1
C[C@@H]1CN([C@H](C)CO)C(=O)c2cc(/C=C/c3ccccc3)cnc2O[C@@H]1CN(C)C(=O)Nc1ccccc1F | -0.4
CO[C@H](CN(C)Cc1cc(F)ccc1F)[C@H](C)CN(C(=O)Nc1ccc(F)cc1)[C@H](C)CO | 1.8
Cc1noc(C)c1NC(=O)N(C)C[C@@H]1OCCCC[C@H](C)Oc2ccc(NC(=O)Nc3ccc4c(c3)OCO4)cc2C(=O)N([C@H](C)CO)C[C@@H]1C | 1.6
C[C@H]1CN([C@@H](C)CO)C(=O)c2cc(-c3cncnc3)cnc2O[C@H]1CN(C)Cc1cncnc1 | -2.0
O=C(c1ccccc1)N1Cc2ccccc2[C@H]2OC(c3ccc(OCCCO)cc3)=N[C@@]2(Cc2ccccc2)C1=O | -1.2

Shown as tab-separated lines: part of the list above
compound	Mtb BioA inh
C[C@@H]1CN([C@@H](C)CO)C(=O)c2cc(C#CCN(C)C)cnc2O[C@@H]1CN(C)C(=O)NC1CCCCC1	-0.1
CC(C)CC#Cc1ccc2c(c1)O[C@@H](CN(C)C(=O)c1cccc(F)c1)[C@H](C)CN([C@@H](C)CO)S2(=O)=O	0.3
C[C@H](CO)N1C[C@H](C)[C@@H](CN(C)C(=O)Nc2cccc3ccccc23)OCCCC[C@H](C)Oc2ccc(NC(=O)Nc3ccc4c(c3)OCO4)cc2C1=O	-1.5
C[C@@H]1CN([C@H](C)CO)C(=O)Cc2cc(NC(=O)CCN3CCOCC3)ccc2O[C@H]1CN(C)C(=O)Nc1ccc(F)cc1	0.2
CC(C)C#Cc1ccc2c(c1)O[C@H](CN(C)Cc1ccccn1)[C@@H](C)CN([C@H](C)CO)S2(=O)=O	-0.6
CN(C)C(=O)C[C@@H]1CC[C@H]2[C@H](COc3ccc(NC(=O)C4CC4)cc3C(=O)N2C)O1	0.1
O=C(O)C[C@H]1C[C@@H]2c3cc(NC(=O)c4cccnc4)ccc3O[C@@H]2[C@@H](CO)O1	19.1
C[C@H](NC(=O)C[C@@H]1C=C[C@@H](NC(=O)C2CC2)[C@H](CO)O1)c1ccccc1	-3.0
Cc1ccccc1-c1cnc2c(c1)C(=O)N([C@@H](C)CO)C[C@H](C)[C@H](CN(C)C(=O)c1cccnc1)O2	-0.4
O=C(C[C@@H]1CC[C@H]2[C@@H](COC[C@@H](O)CN2CC2CCOCC2)O1)NCC1CC1	-2.1

(next part)
SMILES | Mtb BioA inh
C[C@H]1CN([C@@H](C)CO)S(=O)(=O)c2ccc(-c3cccnc3)cc2O[C@@H]1CN(C)C | 0.8
C[C@H]1CN([C@@H](C)CO)C(=O)Cc2cc(NC(=O)Cc3cn(C)c4ccccc34)ccc2O[C@H]1CN(C)C | -2.7
C/C=C/c1ccc([C@H]2[C@H](CO)N[C@H]2CN(CC(C)C)C(=O)c2ccccn2)cc1 | 1.9
COC(=O)[C@H]1[C@H](CO)[C@H]2Cn3c(ccc(-c4cccc(F)c4)c3=O)[C@@H]1N2Cc1cccnc1 | 0.1
O=C(CN1CCOCC1)N1CCCCN2[C@H](CO)[C@@H](c3ccc(Br)cc3)[C@H]2C1 | -3.6
Cc1ccccc1S(=O)(=O)N1CCCCN2[C@@H](CO)[C@@H](c3ccc(-c4ccccc4)cc3)[C@@H]2C1 | -5.5
CCC(=O)N1C[C@H](C)[C@H](OC)CN(C)C(=O)c2cc(NS(=O)(=O)CC)ccc2OC[C@@H]1C | -0.8
C[C@@H]1CN([C@@H](C)CO)S(=O)(=O)c2ccc(-c3ccc(C(=O)N(C)C)cc3)cc2O[C@@H]1CN(C)C(=O)C1CCC1 | -3.5
CO[C@H]1CN(C)C(=O)c2ccc(NS(=O)(=O)c3cccc(F)c3)cc2OC[C@@H](C)N(Cc2cc(F)ccc2F)C[C@@H]1C | -0.2
C[C@@H]1CN([C@@H](C)CO)C(=O)c2cc(NC(=O)Cc3ccccc3)ccc2O[C@@H](C)CCCCO[C@H]1CN(C)Cc1ccc(C(=O)O)cc1 | -1.8
O=C(N[C@H]1C=C[C@H](CC(=O)N2CCCCC2)O[C@@H]1CO)c1ccccn1 | -2.0
C[C@@H]1CN([C@@H](C)CO)C(=O)c2cc(NC(=O)C3CCCCC3)ccc2O[C@@H]1CN(C)C | -0.7
C[C@@H]1CN([C@H](C)CO)C(=O)c2cc(NC(=O)c3ccccc3)ccc2O[C@@H](C)CCCCO[C@@H]1CN(C)S(C)(=O)=O | 0.1
COC(=O)C[C@@H]1C=C[C@H](NS(=O)(=O)c2ccccc2F)[C@H](CO)O1 | 0.7
C[C@H](CO)N1C[C@H](C)[C@@H](CN(C)S(=O)(=O)c2cn(C)cn2)OCCCC[C@H](C)Oc2ccc(NS(=O)(=O)c3ccccc3)cc2C1=O | 0.8
C[C@H]1CN([C@@H](C)CO)C(=O)c2cccc(NC(=O)C3CCOCC3)c2O[C@H]1CN(C)Cc1ccc(C(=O)Nc2ccccc2N)cc1 | -1.7
CNC[C@@H]1Oc2ccc(NC(=O)Cn3cnnn3)cc2C(=O)N([C@H](C)CO)C[C@H]1C | 6.5
C[C@H]1CN([C@@H](C)CO)C(=O)c2cc(NC(=O)CCC(F)(F)F)ccc2O[C@H]1CN(C)C(=O)Nc1cccc2ccccc12 | 1.2
O=C(NC[C@H]1[C@H](c2ccccc2)[C@H](CO)N1Cc1ccccn1)C1CCCC1 | 0.8
O=C(NCC[C@@H]1CC[C@@H](NC(=O)C2CCCC2)[C@H](CO)O1)c1cnccn1 | -1.8

The list is partial; rates above refer to the full screens.
